High-throughput results deposited in PubChem by National Center for Advancing Translational Sciences (NCATS).
PGK inhibitor: inhibitors of T. brucei phosphoglycerate kinase; PGK/GAPDH coupled, Kinase-Glo luminescence, 60 min; Potency, µM (top dose mostly 57.5 µM), without a hit: at the highest dose activity change, negative = inhibition, hits mostly inhibitors; 380,000 compounds, 0.043% hits; AID 602233; also: potency is read from the fitted curve at half-maximal effect; % is scaled to controls: 0 for no effect and ±100 for the full control effect; nearly all actives have a fitted effect of over 60% in size
Target sequence (P07378 whole entry, looked up): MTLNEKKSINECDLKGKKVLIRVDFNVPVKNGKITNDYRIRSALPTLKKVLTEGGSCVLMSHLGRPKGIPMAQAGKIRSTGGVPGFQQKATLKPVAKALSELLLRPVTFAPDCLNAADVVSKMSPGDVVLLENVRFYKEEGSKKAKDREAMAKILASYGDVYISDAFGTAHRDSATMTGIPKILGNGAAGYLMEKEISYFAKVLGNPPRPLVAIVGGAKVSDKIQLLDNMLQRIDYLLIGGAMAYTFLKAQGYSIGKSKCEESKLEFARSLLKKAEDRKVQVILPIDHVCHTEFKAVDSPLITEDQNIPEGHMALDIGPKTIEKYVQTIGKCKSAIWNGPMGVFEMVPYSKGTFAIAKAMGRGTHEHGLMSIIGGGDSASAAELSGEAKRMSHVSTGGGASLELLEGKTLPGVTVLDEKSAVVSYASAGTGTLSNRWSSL
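Luminescent ATP detection (Kinase-Glo Plus) follows a 60-minute room-temperature incubation, with wells lacking PGK as controls. Buffer: 100 mM TEA (pH 7.6), 5 mM MgCl2, 0.01% Tween-20. Coupling enzyme GAPDH (100 nM final) supplies unstable 1,3-BPG in-well.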
HP1b binding inh: HP1-beta chromodomain-methylated histone interaction inhibition. 390,000 compounds, 0.56% hits. P83916. Potency, µM (series often up to 114 µM), without a hit: at the top dose activity change, negative = inhibition, most hits filed as inhibitors. AlphaScreen HP1-beta / biotin-H3K9me3 peptide binding; also: potency is read from the fitted curve at half-maximal effect; nearly all actives have a fitted effect of over 70% in size; inactives centre near 23
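AlphaScreen: HP1-beta (50 nM) preformed 30 min with biotin-H3(1-18)K9me3 peptide (50 nM) in PBS pH 7.4, 0.01% Tween-20. Compound added for 30 min at RT, then streptavidin donor/nickel chelate acceptor beads (10 ug/mL) for 30 min.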
TrxR1 substrate: is turned over as a substrate by rat TrxR1; purified TrxR1 substrate turnover, NADPH consumption readout; 390,000 compounds, 0.01% hits; Potency, µM (top dose mostly 114 µM), for the others: at the highest dose activity change, negative = substrate turnover; O89049; also: potency is read from the fitted curve at half-maximal effect; % is scaled to controls: 0 for no effect and ±100 for the full control effect; nearly all actives have a fitted effect of over 50% in size
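Rat TrxR1, dispensed at 90 nM, was prereduced with 400 uM NADPH (final) for 5 min at ~22 deg C, then incubated with compound 15 min before 400 uM selenite. A first-read NADPH fluorescence drop versus no-compound background flagged substrates.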
GLS inhibitor: inhibitors of human glutaminase (GLS). GLS enzymatic activity, qHTS titration. Potency, µM (series often up to 45.5 µM), for the others: at the highest dose activity change, negative = inhibition, hits mostly inhibitors. 410,000 compounds, 0.21% hits. O94925. AID 624170; also: potency is read from the fitted curve at half-maximal effect; % is scaled to controls: 0 for no effect and ±100 for the full control effect
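Compounds were pin-transferred onto hKGA, after which L-glutamine (1 mM solution) and a detection mix of glutamate oxidase, HRP and Amplex Red were added. Initial and 30 min RT fluorescence reads were collected.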
IDH1 R132H inh: human IDH1 R132H inhibition | IDH1-R132H enzyme, NADPH consumption, diaphorase/resazurin fluorescence | Potency, µM (highest dose often 76.6 µM), for the others: at the top dose activity change, negative = inhibition, actives largely listed as inhibitors | 390,000 compounds, 0.093% hits; also: potency is read from the fitted curve at half-maximal effect; % is scaled to controls: 0 for no effect and ±100 for the full control effect; nearly all actives have a fitted effect of over 65% in size
Target sequence (O75874 whole entry R132H, stated change not applied): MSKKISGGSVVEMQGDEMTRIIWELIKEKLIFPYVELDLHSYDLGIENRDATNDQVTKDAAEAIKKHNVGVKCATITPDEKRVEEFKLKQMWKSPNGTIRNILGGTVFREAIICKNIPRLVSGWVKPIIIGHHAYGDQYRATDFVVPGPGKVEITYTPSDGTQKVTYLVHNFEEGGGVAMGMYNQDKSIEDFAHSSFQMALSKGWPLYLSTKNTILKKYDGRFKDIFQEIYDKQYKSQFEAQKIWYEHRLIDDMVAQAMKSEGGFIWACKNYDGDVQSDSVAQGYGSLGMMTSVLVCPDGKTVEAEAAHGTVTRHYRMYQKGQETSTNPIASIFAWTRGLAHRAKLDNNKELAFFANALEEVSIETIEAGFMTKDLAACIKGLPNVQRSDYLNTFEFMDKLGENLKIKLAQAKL
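IDH1-R132H (0.5 ug/mL) preincubated 30 min with compound, then NADPH (0.016 mM) and alpha-KG (2 mM) added; 80 min at RT, pH 7.5. Remaining NADPH coupled via diaphorase/resazurin to fluorescence (540/590 nm); concentration-response curves normalized to no-enzyme control.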
PI4K2A inh: blocks human PI4K2A kinase activity. Q9BTU6. purified PI4K2A, ADP-Glo luminescence, 1 h; hits give low values. activity change, negative = inhibition, % at 76.9 µM. 420,000 compounds, 0.13% hits; in the data active = activity change below about -50%; inconclusive = mostly about -30% to -49%;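 also: -100% = wells without enzyme as full effect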
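In this quantitative HTS, ADP production by PI4K2A was quantified luminescently after 1 h at ambient temperature; 100 microM adenosine served as plate-quality control.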
Pin1 inhibitor: human Pin1 inhibition. Q13526. Pin1 FP peptide displacement, HiFluor488, 10 min. Potency, µM (titrated, usually from 115 µM), for inactives: at the top dose activity, negative = inhibition, actives largely listed as inhibitors. 390,000 compounds, 0.009% hits. AID 504891; active = well fitted inhibition curve with a large enough effect in the polarisation, with a control signal flat, not every such curve was filed as active; inconclusive = small, poorly fitted or top-dose-only effect, or effect the other way, or a change in a side signal; inactive = no such curve, though single readings can be large or run the other way; the % refers to the polarisation; also: potency is read from the fitted curve at half-maximal effect; % is scaled to controls: 0 for no effect and ±100 for the full control effect
Target sequence (Q13526 whole entry, looked up): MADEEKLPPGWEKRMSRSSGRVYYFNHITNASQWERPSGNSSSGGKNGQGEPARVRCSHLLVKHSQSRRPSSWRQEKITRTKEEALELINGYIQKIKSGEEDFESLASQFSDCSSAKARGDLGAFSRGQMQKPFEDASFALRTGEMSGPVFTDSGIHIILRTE
TrxR1 inh: inhibitors of rat thioredoxin reductase 1; 390,000 compounds, 1% hits; recombinant rTrxR1, NADPH fluorescence consumption, selenite substrate; Potency, µM (top dose mostly 114 µM), for inactives: at the highest dose activity change, negative = inhibition, most hits filed as inhibitors; also: potency is read from the fitted curve at half-maximal effect; % is scaled to controls: 0 for no effect and ±100 for the full control effect; nearly all actives have a fitted effect of over 65% in size
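Rat TrxR1 (90 nM in the dispensed reagent) was pre-reduced with 400 uM NADPH for 5 min at room temperature, then incubated with compound for 15 min. After 400 uM selenite was added, NADPH fluorescence (Ex 340/Em 450 nm) was followed for 8 min.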
USP1 inh: blocks the human USP1/UAF1 deubiquitinase complex; Potency, µM (doses to about 57.1 µM), without a hit: at the top dose activity change, negative = inhibition, most hits filed as inhibitors; O94782; recombinant USP1/UAF1, Ub-Rhodamine cleavage fluorescence; AID 743255; 390,000 compounds, 0.23% hits; also: potency is read from the fitted curve at half-maximal effect; % is scaled to controls: 0 for no effect and ±100 for the full control effect; nearly all actives have a fitted effect of over 60% in size; inactives centre near -12
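Step one: compound is pinned into 1nM USP1/UAF1 in HEPES pH 7.8 buffer with TCEP. Step two: 15 min room-temperature incubation. Step three: Ub-Rho (150nM final) starts cleavage, tracked by fluorescence over six one-minute reads.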
Starred values were filed as active, the others as inactive; [ ] = another dose, or the depositor's remark. Unless noted, calls follow the shape of the dose curve; as a rule, active = well fitted curve in the direction sought with a large enough effect; inconclusive = small, poorly fitted or top-dose-only effect, or another doubt; inactive = no such curve, though single readings can be large; an effect the other way counts as inactive or inconclusive.

For COc1ccc(CCN2C(=O)c3[nH]nc(-c4ccccc4O)c3C2c2cccc(Cl)c2)cc1 (centres undefined) the results were PGK inhibitor -2.1%, HP1b binding inh 8.1%, TrxR1 substrate -12.7%, GLS inhibitor 18.5%, IDH1 R132H inh -6.5%, PI4K2A inh -2.3, Pin1 inhibitor inconclusive, TrxR1 inh -18.6% and USP1 inh -7.9%.
Screening Cc1ccc(S(=O)(=O)NCCCNS(=O)(=O)c2ccccc2Br)cc1 returned PGK inhibitor 3.0%, HP1b binding inh 28.7%, TrxR1 substrate 0.7%, GLS inhibitor 0.8%, IDH1 R132H inh -2.9%, PI4K2A inh -0.2, Pin1 inhibitor 5.0%, TrxR1 inh 5.8% and USP1 inh -17.5%.
`CCC(C(=O)NCc1cc(OC)ccc1OC)n1nc(C)c2sc3ccccc3c2c1=O` (centres undefined) gave HP1b binding inh 41.0%[activator], TrxR1 substrate 6.1%, GLS inhibitor 6.9%, PI4K2A inh -7.4, Pin1 inhibitor 0.9%, TrxR1 inh 17.0% and USP1 inh -2.2%.
`O=C(O/N=C1\C(=O)N(c2ccccc2)c2ccccc21)C1CC1` gave PGK inhibitor 0.4%, HP1b binding inh 22.2%, TrxR1 substrate 6.5%[57.1 µM], GLS inhibitor -1.3%, IDH1 R132H inh -1.1%, PI4K2A inh 0.2, Pin1 inhibitor 3.1%, TrxR1 inh -20.5%[57.1 µM] and USP1 inh -4.0%.
CC1CCN(c2nc(-c3ccccc3)cc(C(F)(F)F)n2)CC1 was read as PGK inhibitor 0.6%, HP1b binding inh 293.2%[activator], TrxR1 substrate 22.3%, GLS inhibitor -2.4%, IDH1 R132H inh 2.7%, PI4K2A inh -8.1, Pin1 inhibitor inconclusive, TrxR1 inh 39.7%[activator] and USP1 inh -17.8%.
CCC(=O)c1ccc(N2CCN(C(=O)c3cc([N+](=O)[O-])ccc3F)CC2)c(F)c1 was read as PGK inhibitor 0.1%, HP1b binding inh 6.0%, TrxR1 substrate -9.9%, GLS inhibitor -4.6%, IDH1 R132H inh 3.0%, PI4K2A inh -0.5, Pin1 inhibitor -3.3%, TrxR1 inh -4.2%[57.1 µM] and USP1 inh -7.9%.
For O=C(C1=C(O)C(=O)N(Cc2cccnc2)C1c1ccccn1)c1cccs1 (centres undefined) the results were PGK inhibitor 1.7%, HP1b binding inh 32.8%, TrxR1 substrate -9.8%, GLS inhibitor -1.9%, IDH1 R132H inh -6.8%, PI4K2A inh 0.8, Pin1 inhibitor -4.6%, TrxR1 inh 9.9% and USP1 inh -5.4%.
Nc1no[n+]([O-])c1-c1ccccc1 was read as PGK inhibitor 14.7%, HP1b binding inh 35.9%[activator], TrxR1 substrate 4.3%[57.1 µM], GLS inhibitor 15.2%, IDH1 R132H inh -0.1%, PI4K2A inh -3.7, Pin1 inhibitor 2.4%, TrxR1 inh 14.4%[57.1 µM] and USP1 inh -10.3%.
`O=C1NC(c2ccncc2)Nc2sc3c(c21)CCCC3` (centres undefined) gave PGK inhibitor -6.6%, HP1b binding inh 27.3%, TrxR1 substrate -0.3%, GLS inhibitor 0.5%, IDH1 R132H inh 3.6%, PI4K2A inh 0.3, Pin1 inhibitor -2.7%, TrxR1 inh -28.7% and USP1 inh -14.2%.
CCCNC(=O)C1CC(=O)N(c2ccc(OCC(=O)Nc3cc(C)cc(C)c3)cc2)C1 (centres undefined) was read as PGK inhibitor 4.7%, HP1b binding inh 38.2%, TrxR1 substrate 4.6%[57.1 µM], GLS inhibitor 1.5%, IDH1 R132H inh -10.2%, PI4K2A inh 1.3, Pin1 inhibitor inconclusive, TrxR1 inh 3.7%[57.1 µM] and USP1 inh -17.6%.
Screening Cc1nc2sc(C(c3cccc(F)c3)N3CCCCC3)c(O)n2n1 (centres undefined) returned PGK inhibitor -1.1%, HP1b binding inh 18.1%, TrxR1 substrate -11.7%, GLS inhibitor -10.1%, IDH1 R132H inh -6.2%, PI4K2A inh 42.9, Pin1 inhibitor -2.0%, TrxR1 inh -15.5% and USP1 inh -0.8%.
Screening CCCN(C(=O)COc1ccc(Cl)cc1Cl)c1c(N)n(Cc2ccccc2)c(=O)[nH]c1=O returned PGK inhibitor -5.5%, HP1b binding inh 39.2%[activator], TrxR1 substrate 1.3%, GLS inhibitor 0.2%, IDH1 R132H inh 6.6%, PI4K2A inh -0.6, Pin1 inhibitor -6.3%, TrxR1 inh -3.1% and USP1 inh -20.3%.
N#Cc1c(-c2ccccc2)cc(-c2ccccc2)nc1SCc1nnc(-c2ccccc2)o1 was read as PGK inhibitor inactive, HP1b binding inh 42.9%[activator], TrxR1 substrate 26.0%, GLS inhibitor -3.0%, IDH1 R132H inh 6.0%, PI4K2A inh -1.0, Pin1 inhibitor inconclusive, TrxR1 inh 33.4%[activator] and USP1 inh -12.9%.
`CC1(c2ccccc2)NC(=O)N(Cc2ccc([N+](=O)[O-])cc2)C1=O` (centres undefined) gave PGK inhibitor -9.7%, HP1b binding inh 21.5%, TrxR1 substrate -2.2%, GLS inhibitor -14.6%, IDH1 R132H inh -3.5%, PI4K2A inh -4.3, Pin1 inhibitor -0.3%, TrxR1 inh 1.2% and USP1 inh -11.6%.
Screening CC(=O)c1ccc(N2CCN(C(=O)c3ccco3)CC2)c(F)c1 returned PGK inhibitor -5.0%, HP1b binding inh -4.4%, TrxR1 substrate 5.1%[57.1 µM], GLS inhibitor 50.0%[activator], IDH1 R132H inh 6.1%, PI4K2A inh -1.2, Pin1 inhibitor -0.7%, TrxR1 inh -2.8%[57.1 µM] and USP1 inh -15.1%.
For Cc1ccc2c(c1)=C(c1sc(N(C)c3ccc(O)cc3)nc1O)C(=O)N=2 the results were HP1b binding inh 9.1%, TrxR1 substrate 4.5%, GLS inhibitor 4.0%, IDH1 R132H inh 4.3%, PI4K2A inh -8.3, Pin1 inhibitor inconclusive, TrxR1 inh 19.6% and USP1 inh 3.2%.
For COCCNC(=O)C(=O)NCC1OCCN1S(=O)(=O)c1cccs1 (centres undefined) the results were PGK inhibitor -0.9%, HP1b binding inh 15.1%, TrxR1 substrate 0.9%, GLS inhibitor -20.5%, IDH1 R132H inh -12.5%, PI4K2A inh 3.4, Pin1 inhibitor 8.1%, TrxR1 inh 12.7% and USP1 inh -5.3%.
COc1ccc(-c2nnc(N)s2)cc1 was read as PGK inhibitor -3.1%, HP1b binding inh 14.2%, TrxR1 substrate 3.3%, GLS inhibitor 0.8%, IDH1 R132H inh 0.0%, PI4K2A inh 3.2, Pin1 inhibitor -3.9%, TrxR1 inh -3.7% and USP1 inh -17.8%.
O=C(c1ccc(Br)o1)N1CCN(c2ccc3nnc(-c4ccccc4)n3n2)CC1 was read as PGK inhibitor 4.2%, HP1b binding inh 30.1%, TrxR1 substrate -8.4%, GLS inhibitor 5.1%, IDH1 R132H inh -2.8%, PI4K2A inh -1.4, Pin1 inhibitor inconclusive, TrxR1 inh inconclusive and USP1 inh -5.1%.
For CC1(C)Cc2c(c(N3CCOCC3)nc3sc(C(N)=O)c(N)c23)CO1 the results were PGK inhibitor inactive, HP1b binding inh 19.3%, TrxR1 substrate 37.7%[activator][57.1 µM], GLS inhibitor 8.4%, IDH1 R132H inh 14.2%, PI4K2A inh -11.7, Pin1 inhibitor -7.7%, TrxR1 inh -18.2%[57.1 µM] and USP1 inh 1.4%.
Screening COc1ccc(NC(=O)C2=CC(c3ccc(OC)cc3)=NS(=O)(=O)N2C)cc1 returned PGK inhibitor 1.4%, HP1b binding inh -15.6%, TrxR1 substrate 0.7%[57.1 µM], GLS inhibitor 1.7%, IDH1 R132H inh -4.2%, PI4K2A inh -0.2, Pin1 inhibitor -4.5%, TrxR1 inh 3.0%[57.1 µM] and USP1 inh -16.8%.
Screening COc1ccc(/C=C/C(=O)NC2CCS(=O)(=O)C2)cc1 (centres undefined) returned PGK inhibitor -7.1%, HP1b binding inh 20.3%, TrxR1 substrate -3.5%, GLS inhibitor -3.9%, IDH1 R132H inh -2.1%, PI4K2A inh 3.1, Pin1 inhibitor 0.8%, TrxR1 inh -7.0% and USP1 inh -8.3%.
CC(=O)c1c(C(C)=O)c(C)n(-c2ccc3ncccc3c2)c1C was read as PGK inhibitor inactive, HP1b binding inh 0.5%, TrxR1 substrate -3.9%[57.1 µM], GLS inhibitor -1.4%, IDH1 R132H inh 2.6%, PI4K2A inh 0.9, Pin1 inhibitor -0.2%, TrxR1 inh 26.2%[57.1 µM] and USP1 inh -9.3%.
Cc1cccc([C@@H]2C[C@H]3CN(Cc4cccc(Cl)c4)C(=O)[C@]34CCCN24)n1 was read as PGK inhibitor -3.9%, HP1b binding inh 18.2%, TrxR1 substrate 5.4%, GLS inhibitor -16.5%, IDH1 R132H inh -3.8%, PI4K2A inh -2.3, Pin1 inhibitor -0.9%, TrxR1 inh inconclusive and USP1 inh -4.2%.
Screening COc1ccccc1-n1cnnc1SCC(=O)c1ccc[nH]1 returned PGK inhibitor 5.2%, HP1b binding inh 35.8%, TrxR1 substrate 1.7%, GLS inhibitor 8.4%, IDH1 R132H inh 2.0%, PI4K2A inh 9.1, Pin1 inhibitor 3.9%, TrxR1 inh 10.3%[57.1 µM] and USP1 inh -16.7%.

Not all compounds are listed; the hit share may differ from the screen's.
